hgDAF12 agonist: H. glycines DAF-12 receptor agonists, primary screen, cell-based, luminescence, HEK293, GAL4 fusion, UAS-luciferase | AID 687014, 2013 | activation, % at 6.8 µM | Nuclear hormone receptor DAF-12 (Heterodera glycines), GAL4 fusion | HEK293 GAL4-hgDAF12 UAS-luciferase reporter, agonist luminescence; normalized to butyrate control | 370,000 compounds, 1.8% hits;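 active = activation above a cutoff set at the mean of all screened compounds plus 3 SD, cut at about 10% in these data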;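 also: 0% = DMSO wells and 100% = sodium butyrate wells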
SMARCA2 activ: SMARCA2 (BRM) function activators, primary screen, cell-based, luminescence, high throughput | 370,000 compounds, 1% hits | MG213 cells, MMTV-luciferase reporter, dexamethasone, overnight | activation, % at 9.1 µM; in the data active = activation above about 7.8%;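 also: 0% = vehicle wells and 100% = reference activator wells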
DAX1 inh-1: DAX1 (NR0B1) inhibitors, primary screen, cell-based, HEK293, Gal4-DAX1, luciferase luminescence. Nuclear receptor subfamily 0 group B member 1 (Homo sapiens), P51843. HEK293 Gal4-DAX1 luciferase reporter. inhibition, % at 6.75 µM. 340,000 compounds, 0.99% hits. AID 504766, 2011;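 active = inhibition above the mean over all tested compounds plus 3 SD, cut at about 4.2% in these data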;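 also: 0% = DAX1-transfected cells with DMSO and 100% = empty-vector control cells with DMSO; inhibition shows as a rise in luminescence from relieved DAX1 repression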
Target sequence (P51843 207-470 limits assumed): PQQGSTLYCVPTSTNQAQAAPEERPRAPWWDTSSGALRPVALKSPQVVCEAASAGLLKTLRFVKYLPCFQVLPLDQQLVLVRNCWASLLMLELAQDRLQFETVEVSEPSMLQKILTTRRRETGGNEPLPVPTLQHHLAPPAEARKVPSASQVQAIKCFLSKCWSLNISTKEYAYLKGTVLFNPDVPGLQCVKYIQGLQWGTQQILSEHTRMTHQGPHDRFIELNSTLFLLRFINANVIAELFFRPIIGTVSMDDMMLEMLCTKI
hcDAF12 agonist: H. contortus DAF-12 nuclear receptor activators, primary screen, cell-based, luminescence, HEK293, lit1-tk-luc reporter; activation, % at 6.8 µM; AID 652067, 2013; 370,000 compounds, 1.4% hits; HEK293 hcDAF-12 lit1-tk-luc reporter; 0% DMSO, 100% Δ7-dafachronic acid;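 active = activation above the mean of all tested compounds plus 3 SD, cut at about 5.5% in these data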;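 also: 100% = response to 3 µM Δ7-dafachronic acid high control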
PG9 Ab binder: binders of HIV-1 gp120 antibody PG9, primary screen, biochemical, TR-FRET; TR-FRET gp120-PG9 antibody binding; 360,000 compounds, 0.43% hits; HIV-1 gp120 / PG9 antibody interaction; inhibition, % at 6.7 µM; in the data active = inhibition above about 8.5%
DAX1 inh-2: DAX1 (NR0B1) inhibitors on StAR promoter, primary screen, cell-based, luminescence, SF-1 (NR5A1), full-length DAX-1. HEK293T StAR-luciferase reporter, SF-1/DAX-1 repression relief. inhibition, % at 6.8 µM. 370,000 compounds, 1.1% hits. AID 652010, 2013;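 active = inhibition above the mean over all tested compounds plus 3 SD, cut at about 3.6% in these data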;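 also: 0% = DAX-1 cells with DMSO and 100% = cells lacking DAX-1 with DMSO; higher inhibition means more luminescence from relief of DAX-1 repression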
ADAM10 inh: human ADAM10 inhibitors, primary screen, biochemical, QFRET, HTS | inhibition, % at 7 µM | 370,000 compounds, 0.62% hits | Disintegrin and metalloproteinase domain-containing protein 10 (Homo sapiens), O14672 | AID 720582, 2013 | recombinant ADAM10, EDANS/DABCYL FRET peptide cleavage, 3 h;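 active = inhibition above a per-campaign cutoff equal to the mean of compounds falling between control-based bounds plus 3 SD, cut at about 20% in these data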;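 also: 0% = DMSO wells while the 100% control is not disclosed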
FXN GAA850 act: FXN promoter activators, primary screen, cell-based, luciferase luminescence, HEK293 lucGAA850; HEK293 lucGAA850 FXN promoter luciferase reporter, 24 h; percent of 10 µM SAHA response; AID 540364, 2011; 360,000 compounds, 0.56% hits; activation, % at 6 µM;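 active = activation above the average of all compounds screened plus 3 SD, cutoff fixed separately per campaign, cut at about 7.5% in these data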;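 also: 0% = DMSO wells and 100% = 10 µM SAHA wells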
ssDAF12 agonist: S. stercoralis DAF-12 nuclear receptor activators, primary screen, cell-based, luminescence, HEK293, GRIP1 co-expression, lit1-tk-luc. HEK293 ssDAF-12/GRIP1 lit1-tk-luc reporter; % of 3 µM dafachronic acid response. activation, % at 6.8 µM. 370,000 compounds, 1% hits;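 active = activation above the mean over all tested compounds plus 3 SD, cut at about 0.9% in these data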;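 also: 0% = DMSO-only wells and 100% = 3 µM delta7-dafachronic acid wells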
GC-A act: GC-A stimulated cGMP production enhancers – HEK293 GC-A cells, cGMP TR-FRET, EC30 ANP, primary screen; Atrial natriuretic peptide receptor 1 (Homo sapiens), P16066; 0% at EC30 ANP, 100% saturating ANP; activation, % at 10 µM; 370,000 compounds, 0.14% hits; in the data active = activation above about 40%
ADAM17 inh: ADAM17 inhibitors, primary screen, biochemical, QFRET | 370,000 compounds, 0.83% hits | recombinant ADAM17, EDANS/DABCYL FRET peptide cleavage | inhibition, % at 6.95 µM | Disintegrin and metalloproteinase domain-containing protein 17 (Homo sapiens), P78536;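 active = inhibition above the mean of compounds lying between control limits plus 3 SD, set per campaign, cut at about 8.5% in these data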;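 also: 0% = DMSO-only wells as the low control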
Target sequence (P78536 215-824 limits assumed): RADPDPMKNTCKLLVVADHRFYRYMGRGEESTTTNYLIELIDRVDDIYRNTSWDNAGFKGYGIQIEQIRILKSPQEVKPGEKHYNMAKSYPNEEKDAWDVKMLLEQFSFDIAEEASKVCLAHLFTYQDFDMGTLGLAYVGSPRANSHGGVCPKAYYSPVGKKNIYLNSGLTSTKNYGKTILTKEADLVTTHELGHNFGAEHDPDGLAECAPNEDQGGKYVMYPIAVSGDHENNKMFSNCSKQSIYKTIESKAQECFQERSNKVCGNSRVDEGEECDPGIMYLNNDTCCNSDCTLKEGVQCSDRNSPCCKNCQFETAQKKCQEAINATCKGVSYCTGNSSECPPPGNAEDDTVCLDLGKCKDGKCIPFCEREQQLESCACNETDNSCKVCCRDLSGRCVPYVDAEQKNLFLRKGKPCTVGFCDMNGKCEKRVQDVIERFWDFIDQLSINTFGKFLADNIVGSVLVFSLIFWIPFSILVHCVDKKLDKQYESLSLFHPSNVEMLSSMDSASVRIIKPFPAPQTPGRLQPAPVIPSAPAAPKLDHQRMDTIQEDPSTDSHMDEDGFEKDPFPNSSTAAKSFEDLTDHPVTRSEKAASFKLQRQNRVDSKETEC
* hit, by the source's call; i = inactive; . = no result given. Rows are unselected (roughly 6.8% active in at least one column).

smiles	hgDAF12 agonist	SMARCA2 activ	DAX1 inh-1	hcDAF12 agonist	PG9 Ab binder	DAX1 inh-2	ADAM10 inh	FXN GAA850 act	ssDAF12 agonist	GC-A act	ADAM17 inh
Cc1cc2ccccn2c1C(=O)c1cccc(S(=O)(=O)N2CCOCC2)c1	-1.9	-4	0.1	-1.4	0.7	-1.2	7	0.6	-2.5	-6	-2
COc1ccc(C2Nc3ccccc3C(=O)N2NS(C)(=O)=O)cc1OC (centres undefined)	-1.5	-1	1.9	0.0	0.4	-0.1	i	1.9	-0.8	-1	-210
Cc1ccc(N(Cc2cc3ccc(C)cc3[nH]c2=O)S(=O)(=O)c2ccccc2)c(C)c1	6.4	4	1.4	0.3	-0.9	-0.3	-4	2.1	-0.8	4	-2
O=C(Nc1ncccc1O)c1ccc2c(c1)OCCO2	60*	1	8.1*	7.2*	-1.6	33*	-3	6.7	1.3*	2	-2
COc1ccc(NC(=S)N(Cc2ccc(C)cc2)Cc2ccccn2)cc1	3.5	-2	-1.0	-0.1	0.2	0.6	0	0.3	0.4	-2	1
CC(N)C(=O)NC(C(=O)N1CCCC1C(=O)NC(c1ccccc1)c1ccccc1)C(C)C (centres undefined)	-1.4	1	0.4	-0.6	0.1	-0.2	-7	0.0	-1.1	-1	0
CC(C)(C)N(Cc1ccccc1)C(=O)COC(=O)CCc1c[nH]c2ccccc12	-0.8	-2	-0.6	-0.8	-0.2	-0.2	17	0.3	-1.7	-3	6
CCOC(=O)C1=C(C(F)(F)F)Nc2ncnn2C1c1ccc(OC)cc1OC (centres undefined)	1.1	2	-0.1	-1.5	-3.0	0.0	3	1.1	-1.8	1	1
Cn1ccnc1C(OC(=O)c1ccc(Cl)cc1)C(F)(F)F (centres undefined)	-1.2	-3	-0.1	1.8	0.1	0.3	-4	1.1	-1.5	4	-6
CCN(CC)C(=S)Nc1cc(C(=O)OC)ccc1C(=O)OC	-1.6	0	0.8	-1.1	8.2	-0.4	-384	1.5	-1.5	0	-128
CCOc1ccccc1NC(=O)COC(=O)C1CCC1	1.0	-2	-0.7	-0.1	-2.8	1.0	5	1.8	-0.8	0	-1
CC(C)(C)NC(=O)Cn1c(=O)oc2ccc(Cl)cc21	2.2	1	-0.7	-0.5	-0.9	0.5	-13	2.3	-0.8	-3	-3
CCCCOc1ccc(-c2ncc(C(=O)O)c(C)n2)cc1	9.4	6	0.7	2.3	-1.2	2.3	1	1.8	-0.2	4	-3
CCC1Sc2ccccc2N(CC(=O)NC2CCCCC2)C1=O (centres undefined)	-4.3	0	0.4	0.3	0.1	-0.3	-3	-0.8	-0.8	-1	-3
O=[N+]([O-])c1ccc(C2=Nn3c(Cn4nnc5ccccc54)nnc3SC2)cc1	3.5	-1	-0.6	-0.3	-2.0	-0.7	5	3.8	-1.0	-3	2
CCn1ccnc1CNCc1cn(-c2cc(C)ccc2C)nc1-c1ccccc1	-0.1	-5	-1.9	-0.6	-2.8	-0.9	10	0.1	-0.8	-2	1
Cc1cc(C)cc(N2C(=O)CSC2c2ccccn2)c1 (centres undefined)	-1.1	-2	-0.2	-0.9	0.6	0.3	-5	1.2	-2.2	2	-6
Cc1ccc(C2CC(c3ccc(Cl)cc3)n3nc(N)nc3N2)cc1 (centres undefined)	0.8	-2	1.4	-2.8	-0.8	0.3	-186	1.7	-0.9	-2	-46
CC1CN(c2ccc(Oc3ccccc3)cc2)c2nc3c(c(=O)n(CC(N)=O)c(=O)n3C)n2C1 (centres undefined)	1.2	-2	0.0	-1.8	1.4	-1.3	-12	18*	-1.4	6	-4
COc1ccc(Cl)cc1NC(=O)CSC1=NN2CCCC(=O)N=C2S1	-5.7	-5	-1.1	-4.5	1.3	-1.1	4	-2.4	-1.9	-1	-2
Cc1noc(C)c1C(=O)Nc1cc(S(=O)(=O)N2CCCCC2)ccc1N(C)C	1.6	2	1.5	-2.6	1.6	0.1	1	1.9	-1.0	7	0
CCOc1cccc2cc(C(=O)NCc3cccnc3)c(=O)oc12	0.8	0	0.3	0.4	1.3	-0.7	-9	2.5	-0.3	3	-8
Cc1ccc(NC(=O)C2CCCN(C(=O)Nc3ccc(F)cc3)C2)cc1 (centres undefined)	-0.9	-3	-0.7	-1.7	0.3	0.0	-4	-3.1	-1.3	2	1
COc1cc(CC(=O)OCC(=O)Nc2ccc(Cl)c(S(=O)(=O)N(C)C)c2)cc(OC)c1OC	-0.4	-1	0.3	-1.3	2.6	0.1	5	2.4	-1.2	-1	0
Cc1ccc(C(=O)CC(=O)COc2ccc(Cl)cc2)cc1	1.5	1	-1.8	-0.7	0.5	0.2	2	1.7	-0.5	15	0
CCN1CCN(c2ncnc3c2cnn3-c2ccc(Cl)cc2)CC1	12*	8	1.9	1.3	3.1	2.3	-7	3.8	-0.5	7	1
C/C(=N\Nc1cc(Cl)nc(C)n1)c1ccc(C)cc1	2.3	1	-0.3	-0.5	-4.8	-0.2	2	1.0	-1.6	2	2
S=C1NC[C@H](Cc2ccccc2)N1CC1CCN(CCCC2CCCCC2)CC1	0.3	1	.	0.4	-1.1	-0.1	0	.	-1.8	-1	2
O=C(Nc1ccsc1C(=O)NC1CCCCC1)c1ccccc1	2.4	-2	0.8	-0.2	28*	-0.4	-11	-1.7	-0.7	3	-5
O=C1N=C(N2CCCCC2)S/C1=C\c1cn[nH]c1-c1ccccc1	-1.6	-6	-0.5	-0.5	0.1	0.1	-3	-0.5	-1.0	-1	-3
CCCN1C(=O)/C(=C/c2ccccc2OCc2ccc(C(=O)O)cc2)NC1=S	-0.3	-5	1.2	1.2	-1.2	0.8	16	2.7	-1.3	3	4
O=C(COC(=O)CNC(=O)C1CCCCC1)Nc1cccc(F)c1	1.8	0	0.6	-1.1	0.0	-0.9	-16	0.4	0.1	4	1
Cc1cc(Br)ccc1NC(=O)CN(C)C(=O)c1cccc(S(=O)(=O)N2CCN(C)CC2)c1	1.4	1	1.0	0.1	-1.7	-1.1	-2	-1.2	-0.9	2	-3
O=[N+]([O-])c1ccc(N=Cc2sc3ccccc3c2O)cc1	-0.1	0	-1.4	-0.7	-4.5	-0.3	-34	2.6	-0.8	-2	-7
COCC(C)n1c(SCC(=O)N2CCOCC2)nc2ccccc2c1=O (centres undefined)	1.1	0	-1.1	0.3	-0.3	0.8	-5	2.1	-0.8	1	0
COc1ccc(-n2c(=O)c(CCC(=O)N(C)Cc3cccs3)nc3ccccc32)cc1	-2.2	-2	-2.1	-1.5	1.2	-1.9	-5	-0.4	-1.2	-1	-1
COC(=O)[C@]12CCCCC=C1N(Cc1cccc3ccccc13)C(=O)[C@H](CC(=O)NCCc1ccccc1OC)C2	1.4	-2	.	-0.6	-1.1	0.3	-10	.	-0.3	-5	2
Cn1c(SCC(=O)OCC(=O)c2ccccc2)nnc1-c1cccs1	1.8	1	-2.5	0.8	-1.2	-0.1	-8	-0.3	-1.7	0	0
COc1c(C)cc(C(O)c2ncc(-c3ccc(Cl)cc3)[nH]2)cc1C (centres undefined)	-3.5	-3	.	1.7	-0.4	-1.4	2	0.9	-1.0	-2	4
CCOC(=O)C(O)(CCC(O)(C(=O)OCC)C(=O)OCC)C(=O)OCC	1.3	3	1.5	0.8	-1.4	0.0	2	-0.2	-1.2	-2	-1
COc1ccc(/C=C(\C#N)C(=O)NCc2ccccc2)cc1	-3.2	-2	1.2	-1.1	0.2	0.1	6	1.4	-0.9	-1	-1
c1ccc(OCCn2c(-c3ccco3)nc3ccccc32)cc1	2.4	1	0.8	2.4	-0.6	0.8	-15	-2.8	-1.3	14	-4
C[C@H]1CN([C@@H](C)CO)C(=O)CCCn2nncc2CO[C@@H]1CN(C)Cc1ccc2c(c1)OCCO2	1.1	-1	0.8	-0.7	-1.0	1.1	-7	0.5	-0.8	3	2
O=C(Nc1nc(-c2ccccc2)cs1)c1ccccc1F	4.2	1	1.2	-0.7	0.8	0.6	1	4.0	-1.4	12	3
CC1(C(=O)NS(=O)(=O)C2CC2)CCCN(C(=O)c2ccc(C(F)(F)F)cc2)C1 (centres undefined)	3.9	-1	.	0.3	1.1	-0.3	-5	-0.7	0.3	7	-2
O=C(NC(=S)NCCCN1CCOCC1)c1ccco1	1.1	-1	-0.7	-0.4	0.0	0.5	5	-0.4	-0.1	-4	-2

Compound activity deposited in PubChem by several laboratories.
